FBW7 activator – human FBW7 E3 ligase activation, primary screen | Q969H0 | AlphaScreen FBW7–phospho-cyclin E peptide binding, activator screen | normalized activity (activation), % at 26.1 µM | 0.13% of 650,000 active | AID 1259310; in the data active means normalized activity above about 1.9%;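 further: purified mutant Fbw7 with reduced substrate affinity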
MITF inh – blocks human microphthalmia-associated transcription factor; O75030; AlphaScreen MITF homodimerization, bead proximity signal; inhibition, % at 2.6 µM; 0.91% of 650,000 active; AID 1259374; in the data active means inhibition above about 50%;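 further: 0% = vehicle wells with protein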
Target sequence (O75030 whole entry, looked up): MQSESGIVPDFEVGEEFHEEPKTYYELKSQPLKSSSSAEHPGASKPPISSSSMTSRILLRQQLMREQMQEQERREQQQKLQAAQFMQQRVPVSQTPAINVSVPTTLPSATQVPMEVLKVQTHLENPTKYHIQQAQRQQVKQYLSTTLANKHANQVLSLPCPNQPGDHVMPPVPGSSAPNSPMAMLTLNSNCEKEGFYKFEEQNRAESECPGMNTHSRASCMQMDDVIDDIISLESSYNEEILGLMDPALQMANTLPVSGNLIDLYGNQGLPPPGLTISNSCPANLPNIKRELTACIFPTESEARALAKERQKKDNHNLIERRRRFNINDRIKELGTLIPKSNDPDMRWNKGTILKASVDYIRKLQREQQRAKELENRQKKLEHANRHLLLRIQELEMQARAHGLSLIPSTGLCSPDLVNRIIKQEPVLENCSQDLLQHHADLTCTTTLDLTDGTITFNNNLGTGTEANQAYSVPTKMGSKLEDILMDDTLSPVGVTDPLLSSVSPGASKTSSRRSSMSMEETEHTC
TEAD-YAP inh – TEAD-YAP interaction inhibition; HEK-TIYL cells, TEAD-Gal4/YAP UAS-luciferase luminescence; inhibition, % at 9.12 µM; 1.4% of 640,000 active; AID 1259422; in the data active means inhibition above about 32%;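 further: 0% = median of test compound wells and 100% = reference inhibitor wells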
GPR151 ag – activators of human GPR151; PathHunter beta-arrestin GPR151 cells, luminescence; activation, % at 11.2 µM; Q8TDV0; 1% of 650,000 active; in the data active means activation above about 4.9%;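 further: 0% = median of compound wells and 100% = cells with positive control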
Target sequence (Q8TDV0 whole entry, looked up): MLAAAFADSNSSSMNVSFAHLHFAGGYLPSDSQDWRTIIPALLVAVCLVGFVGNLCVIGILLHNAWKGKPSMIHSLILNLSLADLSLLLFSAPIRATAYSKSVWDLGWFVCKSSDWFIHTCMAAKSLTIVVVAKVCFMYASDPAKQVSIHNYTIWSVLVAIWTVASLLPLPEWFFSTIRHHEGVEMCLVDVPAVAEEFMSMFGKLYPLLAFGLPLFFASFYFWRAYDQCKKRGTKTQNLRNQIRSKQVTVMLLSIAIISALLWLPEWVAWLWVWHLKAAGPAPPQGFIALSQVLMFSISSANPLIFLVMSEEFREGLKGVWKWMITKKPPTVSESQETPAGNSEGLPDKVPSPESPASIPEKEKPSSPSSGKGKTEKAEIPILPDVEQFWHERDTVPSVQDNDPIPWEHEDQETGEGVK
An asterisk follows results filed as active.

canonical_smiles | GPR151 ag | MITF inh | FBW7 activator | TEAD-YAP inh
O=C(NC1CC1)[C@@H]1C=CCN1S(=O)(=O)c1ccccc1Cl | -0.1 | 8 | -0.1 | -10
Cn1c(/C(C#N)=C\c2cccc(F)c2)nc2ccccc21 | -0.1 | 13 | -0.1 | 3
COc1ccc(C(=O)Nc2cc(Cl)ccc2C(=O)O)cc1OC | -1.4 | -5 | -0.1 | 1
COc1ccccc1/C=N/NC(=O)CSc1cccc2cccnc12 | -0.1 | 12 | 0.0 | -2
Cc1c(C(=O)O)c(=O)n(-c2ccccc2)n1-c1ccccc1 | 2.6 | 3 | 0.0 | -4
COc1ccc(-c2cnc3ccc(NCc4ccc5c(c4)OCO5)nn23)c(OC)c1 | 0.4 | 6 | -0.2 | 6
CC(=O)C1=C(C)NC(S)=C(C#N)C1c1ccccc1 (centres undefined) | -1.9 | 17 | 0.0 | -2
CNS(=O)(=O)c1c(C)cc(C)cc1C | -0.9 | 15 | 0.0 | 6
O=c1ccccn1Cc1cn2ccccc2n1 | 0.5 | -19 | 0.0 | -14
COc1ccc(S(=O)(=O)N(C)CC(=O)NCc2cccnc2)cc1C | -0.3 | 23 | 0.8 | -2
N#Cc1c(NC(=S)NC(=O)c2ccco2)sc2c1CCC2 | 1.7 | 31 | -0.2 | -1
CC(C)[C@@H]1NC(=O)[C@H]2CN(Cc3cccc4ncccc34)CCN2C1=O | -1.2 | 17 | 0.6 | 5
COc1ccc(Cl)cc1N(C)C(=O)Cc1c(C(=O)O)n(C)c2ccccc12 | -0.5 | 5 | 0.4 | 3
CCC1Sc2cc(S(=O)(=O)CCC(=O)Nc3ccccc3F)ccc2NC1=O (centres undefined) | -0.5 | -7 | -0.1 | 0
CC(C)NC(=O)Cn1c(=O)n(C)c2ncccc21 | -0.1 | 3 | 0.1 | 0
COc1cccc(C(=O)NCc2nnc(SCC(=O)N3N=C(c4ccc(Br)cc4)CC3c3ccc(C)cc3)n2C)c1 (centres undefined) | 3.0 | 4 | 0.0 | -1
COc1ccccc1CCNC(=O)NC1CC(=O)N(c2ccc(F)cc2)C1 (centres undefined) | 0.4 | 15 | 0.4 | 8
CCOc1ccccc1N1C(=O)c2ccc(-c3nc4ccccc4c(=O)o3)cc2C1=O | -0.7 | -2 | -0.2 | -5
CC1=C(OC(=O)c2ccccc2)C(C)(C)C(c2ccc(Cl)cc2)OC1=O (centres undefined) | 0.6 | 10 | 1.1 | 0
C/C(=N/NC(=O)c1nc2nc(C)cc(C)n2n1)c1ccc(O)cc1 | 0.8 | 14 | -0.1 | -1
O=C(CCS(=O)(=O)Cc1ccccc1)Nc1ccc(Br)cc1 | -0.9 | 8 | 0.0 | -5
Cc1cc(C)c(S(N)(=O)=O)cc1S(N)(=O)=O | 0.8 | 19 | 0.7 | -2
COc1ccc(OC)c(Nc2nc3nonc3nc2Nc2cccc(Br)c2)c1 | 1.8 | 2 | -0.1 | -21
O=C1/C(=C/c2ccc(-c3ccc(F)cc3F)o2)Sc2ccccc21 | 0.6 | 15 | -0.2 | -3
Cn1cc(Cl)c(C(=O)Nc2cccc(Cl)c2Cl)n1 | 1.1 | 16 | 0.0 | -5

(next part)
canonical_smiles | GPR151 ag | MITF inh | FBW7 activator | TEAD-YAP inh
CCC(=O)Nc1cccc(NC(=O)COc2cccc(C)c2C)c1 | -0.7 | 7 | 0.1 | -4
CCN(CC)CCn1c(=N)n(CC(=O)OC)c2ccccc21 | 1.9 | -5 | 0.1 | -6
COc1cccc(NC(=S)NCCCN2CCOCC2)c1 | 0.8 | 9 | -0.1 | -12
OC(COCCOc1ccc(Cl)cc1)CN1CCN(c2ccccc2)CC1 (centres undefined) | -2.1 | -6 | -0.1 | 5
CSc1cccc(NC(=O)CCc2nc3cccnc3n2-c2ccccc2)c1 | 0.1 | -23 | -0.2 | 1
COc1ccc(C(C)=O)cc1CSc1nc2c(sc(=S)n2-c2ccccc2)c(=O)n1Cc1ccco1 | -0.7 | 16 | 0.2 | 5
COc1ccc(N(C(=O)CC(C)C)C2C=CS(=O)(=O)C2)cc1 (centres undefined) | 0.4 | 2 | 0.1 | -8
O=C(NCc1ccccc1)c1ccc(N2CCN(c3ccccn3)CC2)c([N+](=O)[O-])c1 | -0.2 | 22 | 0.1 | 8
Cn1c2ccccc2n2c(=O)n(CC(=O)NC(C)(C)C)nc12 | -0.7 | -3 | 0.1 | 10
CCN(CC)S(=O)(=O)c1ccc(OC)c(N=Nc2c(O)c3ccccc3oc2=O)c1 | 0.1 | -4 | 0.0 | -4
CCOC(=O)CCN(Cc1ccccc1Cl)S(=O)(=O)c1ccc(F)cc1 | -1.0 | 11 | 0.5 | -3
CCOC(=O)c1ccc(NC(=O)CN(Cc2ccccc2)S(=O)(=O)c2ccc(Cl)cc2)cc1 | 0.1 | 19 | 1.4 | -9
Cc1nc(N)sc1C(=O)N/N=C/c1ccccn1 | -0.8 | 35 | -0.9 | -23
O=C1N[C@@H](Cc2ccc(O)cc2)C(=O)N2CCN(Cc3cnn(-c4cccc(Cl)c4)c3)C[C@H]12 | 1.3 | 4 | -0.2 | 2
O=C(COc1ccccc1[N+](=O)[O-])N/N=C/c1cc2c(cc1[N+](=O)[O-])OCO2 | -0.6 | -16 | 0.1 | -6
O=C(CN1Cc2ccccc2OC(c2ccsc2)C1)N1CCc2[nH]ncc2C1 (centres undefined) | -0.6 | 1 | 0.1 | -6
CN(Cc1cc2cc(F)ccc2[nH]1)c1nncc(-c2ccccc2)n1 | 4.3 | 0 | 0.0 | -6
O=C(NCC(O)C(=O)N1CCOCC1)c1ccnc(Nc2ccc3[nH]ncc3c2)c1 (centres undefined) | -1.5 | -13 | -0.5 | 11
COc1cccc(C(=O)N2CC(=O)Nc3ccc(F)cc3C2c2ccc(F)cc2)c1OC (centres undefined) | -0.7 | -3 | -0.1 | -7
Clc1ccc(-c2csc(=Nc3ccccc3)n2-c2ccccc2)cc1 | -0.5 | -3 | 0.0 | -5
CCCc1cc(C(=O)OC)c(NC(=O)C2C3CCC(C3)C2C(=O)O)s1 (centres undefined) | -1.9 | -12 | 0.0 | -5
N#CC1=C(N)Oc2cc(O)ccc2C1c1ccc2ccccc2c1 (centres undefined) | -0.4 | 4 | 0.0 | 5
CCC(=O)Oc1ccc(C(=O)Nc2cccc3c2C(=O)NC3=O)cc1 | -0.1 | 7 | -0.2 | -2
O=c1c2c(n3nnnc3n1-c1ccccc1)-c1ccccc1CC21CCCC1 | -0.6 | -141 | 0.3 | -3
O=C(Nc1cccc2nsnc12)c1ccc([N+](=O)[O-])cc1 | -0.3 | 17 | 0.1 | -7

The list goes on.
canonical_smiles | GPR151 ag | MITF inh | FBW7 activator | TEAD-YAP inh
O=C(N/N=C/c1cccnc1)Nc1ccccc1 | -0.6 | 12 | 0.0 | 0
Cn1c(=O)oc2cc(C(=O)c3ccccc3)ccc21 | 0.8 | 9 | -0.2 | -7
COc1ccc(/C(N)=N/OC(=O)c2ccccc2C)cc1OC | -1.6 | 2 | -0.1 | -66
NS(=O)(=O)c1ccc(CNc2ccc3ncc(-c4cccc(O)c4)n3n2)cc1 | -0.3 | -5 | -0.4 | -12
O=C(O)c1cccc(NC(=O)C2CCCO2)c1 (centres undefined) | -1.6 | 23 | 0.3 | 3
Cc1cc(Cl)c(OCCCN2CCNCC2)c(Br)c1 | 2.3 | 47 | -0.4 | 1
O=C1NC2(CCCC2)N=C1c1ccc(Cl)c(Cl)c1 | -1.2 | -2 | 0.1 | 6
CC1=C(C(=O)Nc2ccccc2)C(c2ccccc2)n2ncnc2N1 (centres undefined) | -1.1 | 2 | 0.6 | -1
Cc1ccc2c(c1)N(CC(=O)OC(CC(C)C)C(=O)NC1CCCC1)C(=O)CO2 (centres undefined) | 0.0 | 54* | 0.2 | 3
CCSc1nc(NC(C)=O)nn1C(C)=O | 1.7 | 6 | 0.0 | 8
Cc1nn(CC(O)COc2ccc3ccccc3c2)c(C)c1Cl (centres undefined) | 1.7 | 12 | 0.2 | -13
O=C(CCN1C(=O)c2ccccc2S1(=O)=O)Nc1ccc(Br)cc1 | -0.9 | 24 | 0.2 | -9
CN=C1c2cc3c(Br)c(OC)ccc3n2CCN1C | -0.1 | 0 | 0.5 | 11
N#Cc1cc([N+](=O)[O-])ccc1NCCCCCc1[nH]nc(N)c1C#N | 3.6 | 6 | 0.0 | -3
Cc1ccc(-n2c(=S)sc3c(=O)n(-c4ccccc4C)c(SCC(=O)c4ccc(F)cc4)nc32)c(C)c1 | -0.9 | 6 | -0.1 | 4
Cc1cc(S(=O)(=O)N2CC(=O)N(CCc3ccccc3)C(=O)C2)ccc1F | 0.8 | 0 | -0.2 | 3
O=C(CC1C(=O)NCCN1CCc1ccccc1)NCCCn1ncc2ccccc21 (centres undefined) | 0.7 | 3 | -0.1 | 12
COc1ccc(C2=NN(C(=O)CCCC(=O)O)C(c3cn(-c4ccccc4)nc3-c3ccccc3)C2)cc1 (centres undefined) | 0.2 | -2 | 0.0 | 5
COC(=O)c1cc(S(=O)(=O)Nc2ccc(C)c(Cl)c2)c[nH]1 | 1.7 | -5 | -0.1 | -1
O=c1c2cc(F)ccc2[nH]c(=S)n1CCc1ccccc1 | 3.1 | 12 | -0.1 | -6
CC1CN(Cc2nc3c(c(=O)n(C)c(=O)n3C)n2CC(N)=O)CC(C)O1 (centres undefined) | -0.7 | 3 | -0.1 | 9
O=C(CSc1ccc(-c2ccco2)nn1)c1cccc([N+](=O)[O-])c1 | 0.0 | 6 | -0.5 | -6
O=C(c1ccc2c(c1)OCCO2)C1CCN(S(=O)(=O)c2ccccc2F)CC1 | 1.6 | 9 | 0.0 | 4
Cc1ccc(C(=O)C(C)OC(=O)c2ccc3c(c2)C(=O)N(c2ccccc2C)C3=O)cc1 (centres undefined) | 0.2 | 11 | 0.5 | -11
CCOC(=O)CSc1nc2sc(C(=O)Nc3ccccc3C(F)(F)F)c(C)c2c(=O)n1CCc1ccccc1 | -0.2 | 19 | -0.1 | 3

The results go on:
canonical_smiles | GPR151 ag | MITF inh | FBW7 activator | TEAD-YAP inh
CCOC(=O)C1=C(C)N(c2ccc(C)cc2)C(C)=C(C(=O)OCC)C1c1cccc([N+](=O)[O-])c1 | -0.5 | 3 | 0.0 | 5
COc1ccc(-c2nc(NCc3ccccc3)nc(OC)n2)cc1 | -2.2 | 17 | 0.2 | -20
CC(C)(C)N(Cc1ccccc1)C(=O)COC(=O)C1=COCCO1 | 2.1 | 5 | 0.0 | -6
O=C(Nc1ccc(Cl)c([N+](=O)[O-])c1)C1CC(=O)N(c2ccccc2F)C1 (centres undefined) | 3.4 | -10 | 0.0 | 1
C=C(C)CN1C(=O)NC(CC)(C2CCN(Cc3ccc4ncccc4c3)CC2)C1=O (centres undefined) | 0.0 | 7 | 0.0 | 11
CCCOc1ccccc1C1CC(=O)NC2=C1C(=O)CCC2 (centres undefined) | -1.1 | -9 | 0.0 | 50*
O=C(NCCCN1CCOCC1)c1nnc(Cc2cccc(F)c2)o1 | 1.4 | 8 | 0.0 | 2
Cc1c(C(=O)O)ccc2c1NC(c1ccc(OCC#N)cc1)C1CC=CC21 (centres undefined) | 0.8 | 44 | -0.5 | -5
COc1ccc2oc(=Nc3ccc(C(=O)O)cc3)c(C(=O)Nc3ccc(OC)c(OC)c3)cc2c1 | -0.1 | 16 | 0.0 | -6
C/C(Cl)=C\CN1C(=O)c2ccccc2C1=O | -1.9 | -15 | 0.1 | 9
COc1ccc(C2CC(c3ccccc3)=NN2C(C)=O)cc1 (centres undefined) | 0.6 | -14 | 0.0 | -36
Cc1cccc(C(=O)Nc2ccccc2C(N)=O)c1 | -5.9 | 3 | 0.1 | -15
Cc1cnc(Nc2ccc3ncccc3c2)nc1Nc1ccc2c(c1)OCO2 | 0.5 | 14 | 1.1 | 44*
COc1ccc(S(=O)(=O)N2CCN(C(=O)c3ccc([N+](=O)[O-])o3)CC2)cc1 | -0.3 | 19 | 0.1 | -2
CC(=O)c1cccc(-c2cc(NC3CC3)nc(N)n2)c1 | 0.4 | 5 | 0.3 | -11
O=C1NC2(CCCC2)C(=O)N1CN1CCC(Cc2ccccc2)CC1 | -0.4 | -9 | -0.1 | -1
O=C(c1ccccc1)N1CCN(Cc2ccc3c(c2)OCO3)CC1 | -0.4 | 9 | 0.2 | 6
O=C(CCCC(=O)N1CCOCCOCCN(C(=O)CCCC(=O)OCc2ccccc2)CCOCC1)OCc1ccccc1 | -1.4 | -3 | 0.0 | -6
COc1ccc(C(=O)c2cc(Cl)c(C(=O)c3ccc(OC)cc3)cc2Cl)cc1 | -1.1 | 8 | 0.0 | 6
Cc1ccc(OCC(=O)Nc2ccc(S(=O)(=O)Nc3nc(C)cc(C)n3)cc2)cc1 | 0.4 | 3 | -0.1 | 12
CCOC(=O)CSc1nc2ccc(NC(=O)CSCC(=O)Nc3ccccc3)cc2s1 | 4.9* | -2 | 0.0 | 2
Cc1cc(OCC(=O)O/N=C(\N)c2ccccn2)cc(C)c1Br | -1.6 | -13 | -0.1 | -44
COc1ccc(Br)cc1C1C(C#N)=C(N)SC(N)=C1C#N | 0.6 | -7 | -0.2 | -2
CCOC(=O)C1CCN(C(=O)c2cc3c(=O)oc4ccccc4c3s2)CC1 | 0.7 | -9 | 0.0 | 7
CCOC(=O)C1=NN(c2cccc(Cl)c2)C2C(=O)N(c3ccccc3Cl)C(=O)C12 (centres undefined) | 0.0 | 4 | 0.0 | 8
COc1ccc(S(=O)(=O)N2CCN(Cc3ccccc3OC)CC2)cc1 | -1.7 | 6 | -0.2 | -4
Cc1cccc(-c2nc(C(N)=O)c3[nH]c(=O)n(-c4ccccc4)c3n2)c1 | 0.0 | 4 | 0.0 | 2
Cc1nc2sc3c(c2c(=O)[nH]1)CCC3 | 0.7 | -9 | -0.1 | -2

Screening results deposited in PubChem BioAssay by The Scripps Research Institute Molecular Screening Center.

Random draw from the library (roughly 3.5% active in at least one column).
